Bioassay records from PubChem BioAssay.
SUMO1-SIM PPI = SUMO1-SIM interaction modulation; SUMO1 binding to a labelled peptide, TR-FRET, 1 h; inhibition, % at 20 µM; actives 0.33% (n = 360,000); AID 602429; in the data active means inhibition above about 37%
Target sequence (P63165 whole entry, looked up): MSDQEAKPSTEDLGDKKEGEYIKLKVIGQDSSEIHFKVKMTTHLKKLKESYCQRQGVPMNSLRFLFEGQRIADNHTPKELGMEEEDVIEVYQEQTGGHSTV
Tb MetRS inh = Trypanosoma brucei MetRS inhibition; AID 624268; inhibition, % at 11.9 µM; actives 0.4% (n = 360,000); purified T. brucei MetRS, ATP depletion, Kinase-Glo luminescence;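 active means inhibition above a per-plate cutoff of the control wells' mean inhibition plus 3 SD, cut at about 5.5% in these data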;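 further: 0% = DMSO wells median and 100% = median of wells with control inhibitor compound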
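Dosing: 11.9 µM single point; system: parasite MetRS enzyme; technique: luminescence of leftover ATP; times: 15 min enzyme-compound preincubation, 2 h reaction, 10 min detection, 25 °C; replicates: each compound tested once; read-out basis: percent inhibition relative to median high and low control wells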
STEP inh = inhibitors of human striatal-enriched phosphatase STEP | P54829 | inhibition, % at 20 µM | actives 0.25% (n = 360,000) | recombinant STEP, OMFP fluorogenic substrate, fluorescence | AID 588621;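 active means inhibition at 20 µM, scaled per plate between control wells, above about 37%, limit read from the data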;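 further: 0% = DMSO with enzyme and substrate and 100% = substrate only without enzyme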
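System: STEP phosphatase, cell-free reaction; Buffer or medium: Bis-Tris pH 6.0 buffer with DTT, detergent; Incubation: 20 min at room temperature, dark; Measured by: fluorescence, 480/540 nm.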
NadD inh = blocks S. aureus nicotinate mononucleotide adenylyltransferase; purified NadD enzyme, colorimetric absorbance read-out; inhibition, % at 20 µM; actives 0.78% (n = 360,000); in the data active means inhibition above about 26%; further: some compounds past the cut are filed as inactive
CSN deneddyl inh = blocks human CSN-mediated cullin deneddylation | inhibition, % at 12.5 µM | actives 0.38% (n = 360,000) | Q92905 | AID 651999 | Purified CSN, SCF-Nedd8-OG deneddylation, fluorescence polarization;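 active means pattern-corrected inhibition above about 35%, with an unprinted fluorescence ratio check between 0.5 and 1.5, limit read from the data, passing the limit was not always enough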;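 further: 0% = enzyme with substrate and 100% = substrate without enzyme; some results filed as inactive read as strong as hits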
Target sequence (Q92905 whole entry, looked up, one chain of several): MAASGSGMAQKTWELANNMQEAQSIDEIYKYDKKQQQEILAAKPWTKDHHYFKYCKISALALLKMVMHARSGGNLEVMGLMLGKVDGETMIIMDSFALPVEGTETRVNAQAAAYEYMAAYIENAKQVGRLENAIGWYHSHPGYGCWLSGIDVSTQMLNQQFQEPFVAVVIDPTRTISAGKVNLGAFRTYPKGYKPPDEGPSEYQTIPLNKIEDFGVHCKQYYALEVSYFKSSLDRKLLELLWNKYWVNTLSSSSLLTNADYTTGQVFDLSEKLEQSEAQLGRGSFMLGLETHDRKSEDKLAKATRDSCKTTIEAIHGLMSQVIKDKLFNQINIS
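Material: purified human Csn5 enzyme expressed in HEK293T cells / Medium: Tris buffer pH 7.5, NaCl, DTT, Tween-20, trehalose, ovalbumin / Compound dosing: 12.5 µM single point / Schedule: 90 min incubation of compound, enzyme and substrate at room temperature / Signal: fluorescence polarization of the substrate / Control set: no-enzyme wells high, enzyme-with-substrate wells low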
DNMT1 inh = inhibitors of human DNMT1. P26358. DNMT1 molecular beacon, Hinp1I cleavage, fluorescence. inhibition (reported as % activation of signal), % at 10 µM. actives 0.83% (n = 360,000); in the data active means inhibition above about 50%
Rpn11 block = inhibitors of human proteasome Rpn11. human 26S proteasome, Ub4-pepOG fluorescence polarization; 20S core pre-blocked with epoxomicin. calls only at 20 µM. actives 0.59% (n = 360,000). AID 588493;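 active means inhibition at 20 µM, scaled to each plate's controls, above about 33%, limit read from the data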
LMPTP block = blocks human LMPTP phosphatase; P24666; recombinant LMPTP-A, OMFP fluorogenic substrate, fluorescence intensity; inhibition, % at 20 µM; actives 0.22% (n = 360,000); AID 651560;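 active means compounds that cut the enzyme signal by at least half of the control window in the single-dose screen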;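 further: plate controls were DMSO wells with enzyme plus substrate for no effect and substrate without enzyme for full effect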
Target sequence (P24666 whole entry, looked up): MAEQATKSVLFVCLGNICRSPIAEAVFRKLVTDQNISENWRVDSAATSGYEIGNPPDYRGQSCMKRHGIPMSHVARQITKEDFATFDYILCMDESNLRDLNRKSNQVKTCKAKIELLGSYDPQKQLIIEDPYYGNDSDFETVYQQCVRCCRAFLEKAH
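Test system: LMPTP-A, protein tyrosine phosphatase of low molecular weight; Input: 0.625 nM enzyme; Incubation: 50 min dark incubation at room temperature; Signal: endpoint fluorescence intensity from OMFP dephosphorylation; Read-out basis: % inhibition versus control wells.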
MsrA inh = bovine MsrA inhibition. purified bovine MsrA, absorbance read-out. inhibition, % at 15.5 µM. actives 0.75% (n = 360,000). AID 651718; in the data active means inhibition above about 4.5%;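 further: 0% = vehicle wells with enzyme and 100% = reference inhibitor wells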
Scp-1 inhibitor = Scp-1 (human) phosphatase inhibition; inhibition, % at 20 µM; actives 0.88% (n = 340,000); AID 493091; Recombinant Scp1, phosphopeptide, malachite green phosphate absorbance;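 active means inhibition above about 50% at 20 µM, limit read from the data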;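 further: plate controls were DMSO wells with enzyme for no effect and wells lacking enzyme for full effect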
Target sequence (Q9GZU7 76-261 limits assumed): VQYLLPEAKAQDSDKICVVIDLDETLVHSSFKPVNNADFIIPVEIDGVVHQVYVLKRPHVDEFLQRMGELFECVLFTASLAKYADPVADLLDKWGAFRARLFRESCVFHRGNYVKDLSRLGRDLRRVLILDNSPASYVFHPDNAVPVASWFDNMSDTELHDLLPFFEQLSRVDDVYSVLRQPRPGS
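assay system = SCP-1 phosphatase catalytic domain, residues 76-261 | buffer or medium = 50 mM Tris acetate pH 5.5, 0.005% Tween-20, 10 mM MgCl2 | incubation = enzyme reaction 45 min at room temperature, colour 5 min, stabilisation 30 min | signal = Phosphate-binding colour reagent, absorbance read at 630 nm | measure = % inhibition at 20 µM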
The depositor's hits bear a star; i = inactive; / = no result given. Random draw from the library. Share with any hit: about 3.9%.

Molecule,SUMO1-SIM PPI,Tb MetRS inh,STEP inh,NadD inh,CSN deneddyl inh,DNMT1 inh,Rpn11 block,LMPTP block,MsrA inh,Scp-1 inhibitor
CCOc1ccc(CCNC(=O)C2CC(=O)N(CCc3ccccc3)C2)cc1OCC (configuration not stated),-4,0.0,-1,0,-3,1,i,-0.1,0.0,-1
Cc1ccc(CCNC(=O)CCNS(=O)(=O)c2ccc3c(c2)oc(=O)n3C)cc1,2,0.3,-2,-1,7,2,i,-1.5,0.5,-2
COc1ccc(N(CC(=O)NC2CCCCC2)C(=O)CCCC(=O)Nc2ccccn2)cc1,-1,-0.1,2,-1,-1,1,i,-0.5,0.3,-5
c1ccc(Cn2c(-c3cncs3)nc3ccccc32)cc1,7,-0.8,-3,5,2,-3,i,2.0,0.5,7
CCN(CC)C(=O)N1CCC(NC(=O)Cc2ccccc2)CC1,1,-0.9,1,-7,0,4,i,-2.4,1.6,-8
COc1ccc(-c2cc(=O)oc(-c3cccc(C)c3)n2)cc1,-4,-0.5,0,3,2,3,i,-2.8,0.5,-2
CCN(CC)CCN1C(=O)C(=O)/C(=C(/O)c2ccc(F)cc2)C1c1cccnc1 (configuration not stated),-4,-0.5,-4,10,-5,-1,i,-2.7,1.6,-3
COc1cc(/C=C/C(=O)OCC(=O)NC(=O)NCc2ccco2)ccc1OC(F)F,-9,-0.1,-2,-2,-2,-7,i,0.1,0.1,-8
Cc1cc(C)n(CC(O)Cn2cnc3c2c(=O)n(C)c(=O)n3C)n1 (configuration not stated),0,0.2,1,-1,-1,4,i,-0.1,1.4,-7
COc1cccc(C(=O)NCC2CCCN(C(=O)c3ccc(C=O)cc3)C2)c1OC (configuration not stated),-1,-0.3,0,-1,-1,-1,i,0.3,-0.6,-4
CCOC(=O)COc1ccc(CCNC(C)=O)cc1,-2,-0.1,0,-1,-9,1,i,-2.0,-0.1,-4
Brc1ccc(-c2nc3ccc(Br)cn3c2Cc2ccccc2)cc1,-17,-0.8,1,18,2,16,i,4.3,0.8,/
COCC(=O)Nc1c(C(=O)Nc2ccc3c(c2)OCCO3)oc2ccccc12,-6,-0.6,-2,-14,-7,-1,i,0.7,0.7,-5
CC(C)c1c(C(=O)N/N=C/c2cccs2)nnn1-c1nonc1N,-18,0.1,0,3,-3,9,i,1.4,3.0,6
Cc1ccc(C)c(-n2c(Cc3cccs3)n[nH]c2=S)c1,4,1.5,-1,2,2,-1,i,-0.3,-1.0,1
OC(CN1CCOCC1)Cn1c2c(c3ccccc31)CCCC2 (configuration not stated),4,-0.4,-3,-3,0,0,i,-1.2,0.6,-3
C[C@H](CO)N1C[C@H](C)[C@@H](CN(C)S(=O)(=O)c2ccc(F)cc2)Oc2ccc(NC(=O)C3CC3)cc2C1=O,1,-0.2,1,-1,1,4,i,-0.7,0.2,-6
CC(C)C(NC(=O)c1ccc2c(c1)OCCO2)c1nc2ccccc2[nH]1 (configuration not stated),2,-0.4,-1,2,-3,5,i,-0.5,-0.3,-3
CC(C)(C)n1nnnc1C(c1ccc(Cl)cc1)N(Cc1cccnc1)Cc1ccco1 (configuration not stated),-1,-0.5,0,-1,-5,-9,i,2.0,0.1,-10
COC(=O)c1sccc1-n1cccc1C(=O)C(=O)N1CC(C)OC(C)C1 (configuration not stated),9,-0.2,0,-1,2,2,i,2.5,0.5,-5
O=C(CCl)N(c1ccccc1)C1CCCCC1,-1,-1.4,-3,-9,-4,5,i,-0.3,1.5,0
CN(C)c1nc(N)c([N+](=O)[O-])c(NCC2CCCO2)n1 (configuration not stated),-7,-0.5,-2,-5,0,3,i,-0.5,1.9,3
Cc1c(N(C)S(=O)(=O)c2cccc(C(=O)NC(C)C)c2)c(=O)n(-c2ccccc2)n1C,-4,-0.4,-1,-4,3,-2,i,-3.2,1.0,-5
CCn1c(O)c(C=Nc2ccccc2)n(-c2ccccc2)c1=S,-20,-0.3,4,-3,0,-4,i,-2.2,-0.1,-8
Cc1nnc(SCC(=O)Nc2ccc(S(=O)(=O)N3CCCCC3)cc2)s1,-4,-1.0,2,-5,0,-6,i,-0.1,-0.6,4
CC(NC(=O)c1cccnc1)C(=O)N1CCCCC1 (configuration not stated),0,-1.3,2,-6,2,-2,i,-2.3,0.2,-12
CCCOc1ccc(C(=O)CCC(=O)OCC(=O)N2CC(=O)Nc3ccccc32)cc1,-6,-1.4,-2,1,0,-8,i,-0.1,-0.7,-7
COc1ccc(/C=N/NC(=O)CN2CCN(Cc3ccccc3)CC2)cc1Br,-9,-0.6,4,-6,-1,0,i,-0.2,0.7,-10
CNS(=O)(=O)c1cc(NC(C)=O)c(C)cc1C,-3,-1.7,0,5,-17,6,i,0.5,-1.1,9
OCCc1c[nH]c2ccc(OCc3ccccc3)cc12,-3,-0.3,2,-1,0,-7,i,0.7,-1.6,-6

Further compounds:
Molecule,SUMO1-SIM PPI,Tb MetRS inh,STEP inh,NadD inh,CSN deneddyl inh,DNMT1 inh,Rpn11 block,LMPTP block,MsrA inh,Scp-1 inhibitor
O=C(NCc1ccccc1)c1onc(CSc2ccccc2)c1C(=O)NCc1ccccc1,-3,-0.2,0,-5,-2,-2,i,4.4,0.9,-12
COC(=O)c1cc(COC(=O)CNC(=O)c2ccc(Br)cc2)oc1C,0,3.5,-2,-3,0,8,i,-0.2,-0.4,-7
Cc1ccccc1N(C(=O)Cc1cccs1)C(C(=O)NCC1CCCO1)c1cccnc1 (configuration not stated),6,-0.5,-1,1,0,0,i,-0.2,0.4,-3
CS(=O)(=O)N(CC(=O)Nc1ccccc1C(=O)N1CCOCC1)c1cccc([N+](=O)[O-])c1,-19,-0.2,2,-1,0,1,i,-1.4,-0.4,9
Cc1ccc(S(=O)(=O)N2CCCCC2C)cc1[N+](=O)[O-] (configuration not stated),-1,0.6,-2,4,-1,0,i,0.6,0.3,-5
O=C(NCc1ccc2c(c1)OCO2)c1ccc(Cl)s1,-2,0.7,0,-6,0,-1,i,-0.5,-0.3,-9
O=C(Cc1c(F)cccc1Cl)N1CCCC1,-1,-0.1,-2,-2,-3,2,i,-1.4,0.3,-5
O=C(Cc1ccc(F)cc1)OCC(=O)N1CCN(S(=O)(=O)c2ccc(Cl)cc2)CC1,0,-0.5,-2,-9,1,0,i,-0.8,0.7,-2
CC1CCCCN1C(=O)C12CCC(C)(/C(=N/O)C1)C2(C)C (configuration not stated),0,0.1,-3,2,-5,1,i,-0.5,-0.2,-13
CC(C(=O)N(C)C1CCS(=O)(=O)C1)N1C(=O)/C(=C/c2ccc(F)cc2)SC1=S (configuration not stated),-36,-0.4,8,12,5,0,i,0.4,0.2,-2
O=C(Nc1ccccc1Cl)Nc1ccnn1C1CCN(C(=O)c2cscn2)CC1,3,-0.7,-2,-6,-1,0,i,-1.0,-1.0,0
CN1C[N+]([O-])=C(c2ccccc2)C1(C)C,-2,-0.4,-2,5,-3,4,i,-1.3,0.3,-11
CCOc1ccc(N2C(=O)CNC2=S)cc1,1,-0.6,3,-7,-3,0,i,-0.2,-0.5,-2
CC(C)(C)c1nnc(NC(=O)C2CC(=O)N(CCc3ccc(F)cc3)C2)s1 (configuration not stated),6,-0.6,6,-5,-1,-2,i,0.3,-0.1,-2

Laid out differently: 9 of the compounds above
Below each compound: SUMO1-SIM PPI | Tb MetRS inh | STEP inh | NadD inh | CSN deneddyl inh | DNMT1 inh | Rpn11 block | LMPTP block | MsrA inh | Scp-1 inhibitor
COC(=O)c1cc(COC(=O)CNC(=O)c2ccc(Br)cc2)oc1C
 : 0 | 3.5 | -2 | -3 | 0 | 8 | i | -0.2 | -0.4 | -7
Cc1ccccc1N(C(=O)Cc1cccs1)C(C(=O)NCC1CCCO1)c1cccnc1 (configuration not stated)
 : 6 | -0.5 | -1 | 1 | 0 | 0 | i | -0.2 | 0.4 | -3
CS(=O)(=O)N(CC(=O)Nc1ccccc1C(=O)N1CCOCC1)c1cccc([N+](=O)[O-])c1
 : -19 | -0.2 | 2 | -1 | 0 | 1 | i | -1.4 | -0.4 | 9
Cc1ccc(S(=O)(=O)N2CCCCC2C)cc1[N+](=O)[O-] (configuration not stated)
 : -1 | 0.6 | -2 | 4 | -1 | 0 | i | 0.6 | 0.3 | -5
O=C(NCc1ccc2c(c1)OCO2)c1ccc(Cl)s1
 : -2 | 0.7 | 0 | -6 | 0 | -1 | i | -0.5 | -0.3 | -9
O=C(Cc1c(F)cccc1Cl)N1CCCC1
 : -1 | -0.1 | -2 | -2 | -3 | 2 | i | -1.4 | 0.3 | -5
O=C(Cc1ccc(F)cc1)OCC(=O)N1CCN(S(=O)(=O)c2ccc(Cl)cc2)CC1
 : 0 | -0.5 | -2 | -9 | 1 | 0 | i | -0.8 | 0.7 | -2
CC1CCCCN1C(=O)C12CCC(C)(/C(=N/O)C1)C2(C)C (configuration not stated)
 : 0 | 0.1 | -3 | 2 | -5 | 1 | i | -0.5 | -0.2 | -13
CC(C(=O)N(C)C1CCS(=O)(=O)C1)N1C(=O)/C(=C/c2ccc(F)cc2)SC1=S (configuration not stated)
 : -36 | -0.4 | 8 | 12 | 5 | 0 | i | 0.4 | 0.2 | -2
